Screens deposited in PubChem by Broad Institute.
INS-1E GSIS act = primary screen for activators of insulin secretion dependent on glucose, INS-1E cells, GLuc reporter luminescence | INS-1E GLuc reporter insulin secretion, 2-3 h | activation, % at 16.6 µM | hit rate 0.61% among 370,000 | AID 743287;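 active = lowest replicate activation of at least 40%, so every replicate reaches that level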;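 also: 0% = median of neutral control wells and 100% = median of IBMX positive control wells; some compounds called inactive have numbers as strong as hits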
F508del corr = correctors of CFTR F508del function in bronchial epithelial cells; CFBE cells, YFP halide quenching; stimulated with forskolin plus potentiator P3; % fluorescence drop versus neutral controls; activity (quench increase), % at 7.58 µM; hit rate 0.36% among 350,000; AID 720511;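 active = mean added fluorescence quench of at least 8% versus neutral control, with both replicates also reaching 8%; inconclusive = only one of the mean or replicate conditions met; inactive = mean below 8% and not both replicates reaching 8%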;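 also: cells transiently co-express mutant CFTR-F508del with the halide-sensitive YFP; corrector assay measuring rescue of mutant channel to the surface after 24 h compound exposure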
Xi reactivation = reactivates the inactive X chromosome in mouse fibroblasts; hit rate 0.055% among 360,000; activation, % at 7.58 µM; XiGFP mouse fibroblasts, % GFP-positive cells imaging, 3 d; cells co-treated with 5-aza-dC sensitizer; scaled so ellipticine positive control = 100%;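 active = mean normalized replicate activation at least 10% and every replicate at or above 10%; inconclusive = only one of the two criteria met; inactive = mean below 10% and not all replicates reach 10%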;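 also: 0% = median of on-plate neutral control wells and 100% = ellipticine 6 µM median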
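Schedule: 3 d treatment, 15 min room-temperature fixation; system: 68-5-11 XiGFP fibroblast line; buffer or medium: DMEM plus 5-aza-dC sensitizer; control set: ellipticine 6 µM positive control; compound: one concentration, pinned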
DENV2 CPE rescue = inhibitors of DENV2 cytopathic effect | hit rate 1.7% among 350,000 | DENV2-infected cells, cytopathic effect rescue, plate reader | CPE inhibition, % at 9.99 µM; in the data active = CPE inhibition above about 20%, passing the limit was not always enough; inconclusive = no clear call, values can overlap the other calls; tested in BHK-21 cells;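 also: 0% = median of neutral control wells and 100% = median of positive control wells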
RAD52 anneal inh = RAD52 (human) annealing inhibition; recombinant RAD52 DNA annealing, FRET fluorescence; inhibition, % at 18.7 µM; hit rate 0.46% among 360,000; AID 651710;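 active = every replicate showing at least 50% inhibition; inconclusive = mean inhibition at least 50% but not in every replicate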
Target sequence (P43351 whole entry, looked up): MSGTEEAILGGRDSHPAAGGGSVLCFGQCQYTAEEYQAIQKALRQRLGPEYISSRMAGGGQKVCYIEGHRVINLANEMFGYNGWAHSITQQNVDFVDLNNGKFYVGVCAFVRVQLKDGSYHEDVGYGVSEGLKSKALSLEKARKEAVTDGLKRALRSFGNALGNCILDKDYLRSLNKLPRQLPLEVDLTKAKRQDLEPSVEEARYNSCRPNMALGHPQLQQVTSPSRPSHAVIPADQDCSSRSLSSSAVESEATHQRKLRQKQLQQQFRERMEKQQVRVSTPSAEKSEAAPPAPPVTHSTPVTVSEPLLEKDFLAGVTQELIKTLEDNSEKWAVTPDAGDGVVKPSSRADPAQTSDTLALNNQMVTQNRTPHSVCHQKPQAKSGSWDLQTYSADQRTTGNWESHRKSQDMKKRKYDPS
CASP6 VEID inh = blocks human caspase-6 cleavage activity; purified caspase-6, Z-VEID-R110 cleavage fluorescence; inhibition, % at 12.5 µM; hit rate 0.53% among 350,000;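 active = mean inhibition across replicates at least about 35%, with every replicate also reaching that limit, limit read from the data; inconclusive = only one of the two criteria met; inactive = neither criterion met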;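 also: 0% = median of neutral control wells and 100% = no fluorescence left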
Target sequence (P55212 24-179 limits assumed): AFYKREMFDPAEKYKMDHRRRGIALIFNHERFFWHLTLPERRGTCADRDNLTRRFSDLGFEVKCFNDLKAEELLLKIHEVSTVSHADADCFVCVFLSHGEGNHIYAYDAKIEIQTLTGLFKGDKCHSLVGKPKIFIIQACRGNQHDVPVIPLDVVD
Target sequence (P55212 194-293 limits assumed): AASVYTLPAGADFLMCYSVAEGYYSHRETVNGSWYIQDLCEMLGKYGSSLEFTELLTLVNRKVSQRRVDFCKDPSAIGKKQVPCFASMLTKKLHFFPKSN
E-sel inducer = E-selectin induction on HUVECs; hit rate 0.37% among 260,000; P16581; activation, % at 7.58 µM; HUVEC E-selectin immunofluorescence imaging; normalized: neutral wells 0, TNF-alpha wells 100;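 active = mean E-selectin-positive cell signal at least 10% of the positive control, reached in at least 60% of replicates, without over 20% cell loss; inconclusive = no rule given, readout overlaps actives, possibly toxicity-flagged; inactive = the rest, including those meeting only one limit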;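 also: in these data hits start at about 27%; measured in HUVEC primary endothelial cells; signal is the percent of cells scored E-selectin positive by PE staining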
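material = human umbilical vein endothelial cells (HUVEC), E-selectin induction | quantity = 3,000 cells/well | medium = EGM-2 growth medium on 0.1% gelatin-coated wells | technique = immunofluorescence imaging | read-out basis = % PE-positive cells | control set = TNF-alpha positive control, DMSO neutral control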
RAD54 inh = RAD54 (human) branch migration inhibition | Q92698 | RAD54 Holliday junction branch migration, FAM/BHQ fluorescence | inhibition, % at 10.4 µM | hit rate 0.14% among 360,000 | AID 602329;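 active = mean normalized replicate activity at least 40 and at least half of replicates scoring 40 or more; inconclusive = only one of the two criteria met; inactive = mean below 40 and under half of replicates reaching 40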;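 also: 0% = median of neutral control wells and 100% = median of positive control wells; inhibitors cause a drop in the FAM fluorescence signal; in these data hits start at about 50%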
* marks the source's active call; other numbers are inactive results; ? = inconclusive; . = no result given; & = joins results of further samples.

SMILES	INS-1E GSIS act	F508del corr	Xi reactivation	DENV2 CPE rescue	RAD52 anneal inh	CASP6 VEID inh	E-sel inducer	RAD54 inh
O=[N+]([O-])c1cc(C=Nc2ccc3ccccc3c2)ccc1Br	0	.	0.0	.	-11	0	-1.1	.
CC1C(=O)Nc2ccccc2N1C(=O)c1ccc(Cl)cc1 (centres undefined)	27	2.6	0.1	-3	-12	-1	-0.1	4
NC(=O)Nc1ccc(C(=O)OCC(=O)Nc2ccc(Cl)cn2)cc1	-5	1.1	0.0	-2	-12	-3	.	1
CC1(C)c2ccccc2-n2c1cc1oc(=O)cc(O)c1c2=O	.	-1.5	0.3	0	-18	0	.	-3
C[C@H](NC(=O)CCn1nnc2ccccc2c1=O)C(=O)O	.	2.2	-0.1	4	-15	0	0.5	.
CSCC(=O)NC1CCCc2c1cnn2-c1cc(F)cc(F)c1 (centres undefined)	4	4.4	0.0	-1	2	0	.	7
Cc1ccc(C)c(NC(=O)c2cnn3ccccc23)c1	.	-1.8	0.1	2	-5	1	0.8	-4
Cc1cc2c(c(/C=C/C(=O)c3ccccc3)c1)OC1(C=C2)Oc2ccccc2C(=O)N1C (centres undefined)	-1	-4.1	1.0	15	-12	-1	.	.
Nc1ncnc2c1ncn2[C@H]1CC[C@@H](CO)O1	-7	1.7	.	-25	-12	0	.	1
O=C(O)c1ccc(S(=O)(=O)N2CCN(c3ccccn3)CC2)cc1	37	4.3	0.1	-5	-11	-1	0.2	0
COc1ccc(C(CNC(=O)Cc2ccc3ccccc3c2)N(C)C)cc1 (centres undefined)	-1	1.8	0.1	0	-23	-5	-0.1	0
Cc1ccc(C(=O)N(Cc2sccc2C)C2CCS(=O)(=O)C2)cc1 (centres undefined)	16	-3.0	-0.1	-4	-7	-1	3.0	0
O=C(NCc1ccccc1)C1C(c2ccc3c(c2)OCO3)=Nc2ccccc2N1C(=O)c1cccc2ccccc12 (centres undefined)	-35	0.3	0.3	1	-11	-1	-0.3	.
CC(C)c1cc(Cn2c3ccccc3c(=O)n2C(C)Cn2cc(CCCC#N)nn2)on1 (centres undefined)	-2	2.1	0.0	-4	-6	-1	-0.1	.
CC(C)C#Cc1ccc2c(c1)O[C@@H](CN(C)Cc1ccncc1)[C@H](C)CN([C@H](C)CO)S2(=O)=O	-4	3.5	-0.9	-7	-3	2	0.5	-2
CCOC(=O)c1ccc(NC(=O)/C=C/c2cccs2)cc1	1	2.9	0.0	1	-9	-1	.	.
CC(C(=O)Nc1cccc([N+](=O)[O-])c1)N(c1ccccc1)S(C)(=O)=O (centres undefined)	10	0.0	0.2	9	-10	0	.	.
O=C(CSc1ncccn1)Nc1cc(Cl)ccc1[N+](=O)[O-]	-13	3.3	0.0	6	-22	-2	.	.
CN(C)C(=O)C[C@H]1C[C@@H]2c3cc(NC(=O)C4CCC4)ccc3O[C@@H]2[C@H](CO)O1	2	0.7	0.1	1	-1	2	0.0	0
O=C(NCC[C@H]1CC[C@@H](NC(=O)C2CCCC2)[C@H](CO)O1)Nc1ccc(Cl)cc1	7	-0.6	0.0	8	-1	-198	0.0	-4
CCOCCCNS(=O)(=O)c1cc2[nH]c3c(c2cc1C)C(=O)CC(C)(C)C3	-4	1.5	0.3	0	-3	-1	0.0	5
COC1=CC(=O)c2nc(Cl)ccc2C1=O	-6	-5.3	?	-10	14	100*	0.4	.
C[C@H]1CN([C@@H](C)CO)S(=O)(=O)c2ccc(Br)cc2O[C@H]1CN(C)C(=O)c1cccnc1	2&-2	-0.8&0.5	?	-4&9	-4&5	-1&-2	-0.2	3&3
COc1ccc([Si](C)(C)[C@H]2[C@H](CCO)O[C@@]3(C(=O)N(Cc4ccccc4)c4ccc(N5CCCCC5=O)cc43)[C@@H]2C)cc1	.	7.7	.	4	-14	-1	.	-3
O=S1(=O)CC(N2CCC(c3ccccc3)CC2)CN1C1CCCCC1 (centres undefined)	-33	4.9	-0.1	-4	-1	-2	.	4
CCCCNC(=O)C1C(c2ccc(OC)cc2)=Nc2ccccc2N1C(=O)c1ccc2ncccc2c1 (centres undefined)	7	4.2	0.6	-2	-23	1	-0.2	.
C[C@@H]1CCCCO[C@H](CN(C)C(=O)c2ccncc2)[C@H](C)CN([C@@H](C)CO)C(=O)c2cc(NC(=O)Cc3ccccc3)ccc2O1	-21	0.0	-0.1	-3	-3	-2	.	-15
CC(=O)N(C)C[C@H]1Oc2cc(-c3cccc(F)c3)ccc2S(=O)(=O)N([C@@H](C)CO)C[C@H]1C	11	-0.4	-0.9	-8	-17	-2	1.2	4
COc1ccc(-c2csc(NC3OC(=O)c4ccccc43)n2)cc1 (centres undefined)	-2	1.1	0.3	-1	-1	-2	-0.3	5
CC1=C(c2ccccc2)SC2=NCCN21	13	-0.3	0.3	-6	-11	-11	-0.1	-4

With a hit mark in CASP6 VEID inh (from the list above):
| Structure | INS-1E GSIS act | F508del corr | DENV2 CPE rescue | RAD52 anneal inh | CASP6 VEID inh |
| --- | --- | --- | --- | --- | --- |
| COC1=CC(=O)c2nc(Cl)ccc2C1=O | -6 | -5.3 | -10 | 14 | 100* |

The main list resumes, repeating the 3 entries before the break.
SMILES	INS-1E GSIS act	F508del corr	Xi reactivation	DENV2 CPE rescue	RAD52 anneal inh	CASP6 VEID inh	E-sel inducer	RAD54 inh
CC(=O)N(C)C[C@H]1Oc2cc(-c3cccc(F)c3)ccc2S(=O)(=O)N([C@@H](C)CO)C[C@H]1C	11	-0.4	-0.9	-8	-17	-2	1.2	4
COc1ccc(-c2csc(NC3OC(=O)c4ccccc43)n2)cc1 (centres undefined)	-2	1.1	0.3	-1	-1	-2	-0.3	5
CC1=C(c2ccccc2)SC2=NCCN21	13	-0.3	0.3	-6	-11	-11	-0.1	-4
Cc1ccc(CNC(=O)Nc2ccc(F)cc2F)n1C	5	-1.4	0.2	5	-22	4	0.4	-7
CCCCC(=O)N(Cc1ccc(F)cc1)C1CCS(=O)(=O)C1 (centres undefined)	10	0.8	0.0	1	-24	0	.	0
COc1ccc(OC)c(C2CC(=O)N3CN(c4cccc(Cl)c4C)CSC3=C2C#N)c1 (centres undefined)	9	-0.3	-0.1	-7	-17	3	.	-2
COc1ccccc1C(=O)OCC(=O)Nc1cc(S(=O)(=O)N2CCOCC2)ccc1N1CCCC1	.	-0.8	0.0	3	-3	-4	0.5	.
Cc1c(NC(=O)C(C)N2C(=O)C3C4C=CC(C4)C3C2=O)c(=O)n(-c2ccccc2)n1C (centres undefined)	1	1.3	-0.1	-9	-12	0	0.3	-5
COc1ccc(S(=O)(=O)Nc2ccc3c(c2)C(=O)N([C@@H](C)CO)C[C@H](C)[C@H](CN(C)Cc2ccncc2)O3)cc1	-5	-0.2	1.5	2	2	0	0.1	-6
O=C(O)c1ccc(NC(=O)c2cn(-c3ccccc3)nc2-c2ccc(Cl)cc2)cc1	-5	-7.4	0.0	-7	-11	8	.	7
COC(=O)c1c(C(=O)OC)c(-c2cccc(Cl)c2)n2c1CS(=O)C2 (centres undefined)	24	2.6	0.0	0	-1	2	.	.
COc1cc(C(=O)NNC(=O)COc2ccc(C)cc2)ccc1OCC(=O)N1CCOCC1	9	-2.1	0.0	-6	-15	-3	-0.4	-3
CC1CCC(NC(=O)CCCCn2c(=O)[nH]c3ccsc3c2=O)CC1 (centres undefined)	-7	0.0	0.4	-2	-26	1	.	4
NS(=O)(=O)c1ccc(CNC(=O)c2ccc(Cl)c([N+](=O)[O-])c2)cc1	38	2.1	-0.2	7	-10	-1	-0.1	.
CN(C)c1ccccc1-c1cc(NC=O)c2ncc(-c3cccc(C(F)(F)F)c3)n2c1	-7	-1.6	0.2	-5	-61	-3	0.7	10
CNC(=O)C[C@@H]1CC[C@@H]2[C@@H](COc3ccc(NC(=O)c4ccc5c(c4)OCO5)cc3C(=O)N2C)O1	3	0.4	-0.1	8	.	.	0.0	-4
CC(C)C[C@H](NC(=O)CC[C@H]1O[C@@H](n2ccc(=O)[nH]c2=O)[C@H](O)[C@@H]1O)C(=O)O	.	0.2	-0.2	-7	4	1	0.9	-7
O=C(Cn1cnc2c(OCc3ccccc3)ncnc21)NCc1ccccn1	41*	-0.1	-0.2	16	-11	-2	.	16

As a short view, 2 of the compounds above:
SMILES	INS-1E GSIS act	F508del corr	Xi reactivation	DENV2 CPE rescue	RAD52 anneal inh	CASP6 VEID inh	E-sel inducer	RAD54 inh
CNC(=O)C[C@@H]1CC[C@@H]2[C@@H](COc3ccc(NC(=O)c4ccc5c(c4)OCO5)cc3C(=O)N2C)O1	3	0.4	-0.1	8	.	.	0.0	-4
CC(C)C[C@H](NC(=O)CC[C@H]1O[C@@H](n2ccc(=O)[nH]c2=O)[C@H](O)[C@@H]1O)C(=O)O	.	0.2	-0.2	-7	4	1	0.9	-7

The list continues.
SMILES	INS-1E GSIS act	F508del corr	Xi reactivation	DENV2 CPE rescue	RAD52 anneal inh	CASP6 VEID inh	E-sel inducer	RAD54 inh
C[C@@H]1CN([C@@H](C)CO)C(=O)c2cc(NC(=O)Nc3ccc(C(F)(F)F)cc3)ccc2O[C@H]1CN(C)Cc1ccc(C(=O)O)cc1	-1	0.0	-0.3	-4	19	1	0.1	7
COc1cccc(/C=C2\N=C(c3c(-c4ccccc4)noc3C)OC2=O)c1OC	2	.	.	.	-8	1	.	-3
COC(OC)C(C)NC(=O)NC(=O)c1ccccc1Cl (centres undefined)	35	1.2	0.2	1	-6	1	6.1	.
CN(C(=O)COC(=O)c1ccccc1SCC(=O)N1CCCC1)C1CCS(=O)(=O)C1 (centres undefined)	6	-3.1	0.0	-1	-5	3	-0.4	2
Cc1nnc(NC(=O)CN2CCN(Cc3c(Cl)cccc3Cl)CC2)s1	3	-0.6	0.1	-2	-12	-2	0.1	-12
C[C@@H]1CN([C@@H](C)CO)C(=O)Cc2cc(NC(=O)Nc3ccccc3)ccc2O[C@@H]1CN(C)S(=O)(=O)c1ccc(F)cc1	-12	-3.8	-0.1	7	11	-1	0.5	-3
CN(C[C@@H]1N[C@@H](CO)[C@@H]1c1ccc(C2=CCCCC2)cc1)S(C)(=O)=O	-3	0.0	0.0	-2	.	.	0.1	-5
O=C(N[C@H]1CC[C@H](CCNS(=O)(=O)c2ccc(Cl)cc2)O[C@H]1CO)c1cccc(F)c1	-10	-0.3	0.2	55*	6	1	0.4	-3
C[C@@H](O)C#Cc1ccc2c(c1)O[C@@H](CN(C)C(=O)C1CCCCC1)[C@@H](C)CN([C@@H](C)CO)S2(=O)=O	13	-1.0	0.0	-3	-14	-1	.	12
O=C(CS(=O)CC(=O)Nc1cccnc1)Nc1ccc(F)cc1 (centres undefined)	7	0.2	-0.1	2	-5	-1	.	0
CC(NC(C)c1ccccc1Cl)C(=O)Nc1cccc(S(=O)(=O)N2CCCCC2)c1 (centres undefined)	.	-0.8	-0.1	11	-9	3	-0.5	4
COc1ccccc1S(=O)(=O)N[C@@H]1CC[C@@H](CC(=O)NCc2cc(F)cc(F)c2)O[C@H]1CO	7	-5.4	0.0	-3	9	-2	-0.2	.
Cc1noc(C)c1NC(=O)N(C)C[C@H]1Oc2ccc(NC(=O)Cc3ccccc3)cc2CC(=O)N([C@@H](C)CO)C[C@H]1C	3	-1.0	-1.3	54*	-11	.	-0.2	8
